# GSH bead fluor: GSH bead compound fluorescence profile; GSH beads flow cytometry, compound fluorescence 488/530 nm; stronger effect = higher value; fluorescence (KMESF) at 10 µM; 190,000 compounds, 0.25% hits; AID 1776; in the data active = fluorescence above about 89;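 also: glutathione beads carrying GST-tagged Bcl family fusion proteins plus one bare bead set; values are compound well signal with DMSO vehicle wells as background; inactives centre near 16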
# Rab2A wt mod: changes GTP binding to wildtype dog Rab2A, up or down; P61105; GST-Rab2 wt beads, Bodipy-GTP binding, flow cytometry; GTP binding activity, % at 10 µM; 190,000 compounds, 0.19% hits; AID 760;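 active = GTP binding activity at least 20 points away from 100%, either lowered or raised; inconclusive = signal likely due to the compound's own green fluorescence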;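 also: 0% = beads with excess unlabeled GTP and 100% = no-compound control corrected for plate trend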
# Rac1 wt GTP bind: human Rac1 wildtype GTP binding, inhibitors and activators; GTP binding activity (% of control), % at 10 µM; AID 757; GST-Rac1 beads, fluorescent GTP binding, flow cytometry; actives lie on both sides; 0 = cold GTP competed, 100 = untreated; P63000; 190,000 compounds, 0.27% hits;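 active = GTP binding activity at least 20 points away from the 100% control level, either lower or higher; inconclusive = compound flagged as likely green fluorescent, judged across all proteins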
# ABCG2 block: human ABCG2 inhibition, ABCB1 as counter-screen | Q9UNQ0 | inhibition, % at 6.6 µM | IgMXP3 cells, JC-1 efflux, flow cytometry | 190,000 compounds, 0.1% hits;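 active = inhibition above 80%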;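 also: 0% = DMSO and 100% = nicardipine control wells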
# Target sequence (Q9UNQ0 whole entry, looked up): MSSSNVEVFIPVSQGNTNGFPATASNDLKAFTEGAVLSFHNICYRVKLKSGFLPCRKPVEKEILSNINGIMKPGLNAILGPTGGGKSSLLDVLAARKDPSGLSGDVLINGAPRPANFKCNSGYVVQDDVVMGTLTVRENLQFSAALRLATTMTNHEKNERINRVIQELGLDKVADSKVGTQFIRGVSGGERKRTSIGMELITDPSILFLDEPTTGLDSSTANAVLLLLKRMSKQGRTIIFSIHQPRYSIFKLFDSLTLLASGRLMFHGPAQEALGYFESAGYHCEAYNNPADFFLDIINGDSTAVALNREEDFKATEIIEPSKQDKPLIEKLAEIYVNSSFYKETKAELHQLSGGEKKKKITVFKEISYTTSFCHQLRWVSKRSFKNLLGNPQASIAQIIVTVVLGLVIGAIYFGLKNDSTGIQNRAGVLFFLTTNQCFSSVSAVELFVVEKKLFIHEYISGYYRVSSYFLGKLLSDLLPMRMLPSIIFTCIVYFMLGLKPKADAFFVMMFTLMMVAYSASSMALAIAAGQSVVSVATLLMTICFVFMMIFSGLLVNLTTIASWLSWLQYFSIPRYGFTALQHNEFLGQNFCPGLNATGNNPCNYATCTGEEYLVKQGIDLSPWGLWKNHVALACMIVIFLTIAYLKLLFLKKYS
#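 System: two drug-resistant human cell lines, ABCG2 and ABCB1; controls: nicardipine high and DMSO low controls; times: 10 min exposure at 25 °C with rotation, no wash; detection: flow cytometry of retained JC-1 fluorescence; read-out basis: percent efflux inhibition, scaled nicardipine 100% to DMSO 0%; doses: one concentration, 6.6 µM final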
# Cdc42 wt: human Cdc42 wildtype GTP binding change, either direction | GST-Cdc42 beads, Bodipy-GTP binding, flow cytometry; actives lie on both sides | AID 761 | percent activity (GTP binding), % at 10 µM | 190,000 compounds, 0.2% hits;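 active = percent activity GTP binding at least 20 points away from the 100% baseline, either down as inhibitor or up as activator; inconclusive = compound flagged as likely green fluorescent from well-wide comparison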;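 also: median bead fluorescence of bound Bodipy-FL-GTP at 100 nM; 0% = excess unlabeled GTP control and 100% = no compound control; below 100% means less GTP binding so inhibitor and above means activator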
# Target sequence (P60953 whole entry, looked up): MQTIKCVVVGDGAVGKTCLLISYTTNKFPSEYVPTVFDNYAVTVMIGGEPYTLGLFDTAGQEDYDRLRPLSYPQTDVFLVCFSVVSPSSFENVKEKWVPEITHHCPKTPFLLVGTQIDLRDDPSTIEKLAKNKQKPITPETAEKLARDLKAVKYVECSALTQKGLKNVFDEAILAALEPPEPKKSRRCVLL
# Avidin bead fluor: compound fluoresces at 488/530 nm on avidin beads | fluorescence (KMESF) at 10 µM | 220,000 compounds, 0.38% hits | compound fluorescence 488/530 nm, flow cytometry; stronger effect = higher value; in the data active = fluorescence above about 47; also: inactives centre near 10
# Rac1 act GTP bind: modulators of GTP binding to human Rac1 activated mutant | P63000 | GST-Rac1 activated beads, fluorescent GTP binding, flow cytometry; actives lie on both sides; 100% means binding = to untreated wells | percent activity (GTP binding), % at 10 µM | 190,000 compounds, 0.11% hits;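 active = GTP binding at least 20 percentage points away from the 100% baseline, in either direction, so actives lie on both sides; inconclusive = Compound likely fluorescent itself, or too few beads counted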
# Rab7 wt modul: dog Rab7 wildtype GTP binding, inhibitors and activators | GST-Rab7 beads, fluorescent GTP binding, flow cytometry; actives lie on both sides; untreated = 100%, excess cold GTP = 0% | GTP binding activity (percent of control), % at 10 µM | 190,000 compounds, 0.055% hits | AID 758;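 active = fluorescent GTP binding to Rab7 beads changed by at least 20 points from the 100% baseline, either direction, mostly lower; inconclusive = compound itself probably fluorescent, or too few beads counted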;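 also: median green fluorescence of bound Bodipy-FL-GTP per Rab7 bead population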
# ABCB1 block: inhibitors of human ABCB1 transporter, ABCG2 counter-screen; P08183; CCRF-Adr cells, JC-1 efflux, flow cytometry; inhibition, % at 6.6 µM; 190,000 compounds, 0.067% hits; in the data active = inhibition above about 40%;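 also: 0% = vehicle and 100% = reference inhibitor; higher value means more JC-1 retained so stronger ABCB1 efflux block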
# Pf gamet viab: P. falciparum stage V gametocyte viability inhibition | 150,000 compounds, 0.065% hits | P. falciparum stage V gametocytes, ATP luminescence, 24 h | AID 743093 | inhibition, % at 10.9 µM;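 active = inhibition above the mean plus 3 SD of compounds within the control limits, set per campaign, cut at about 38% in these data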;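 also: 0% = DMSO wells and 100% = medium only without gametocytes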
# HRas wt GTP: human HRas wildtype GTP binding, change in either direction. GST-Ras wt beads, Bodipy-FL-GTP binding, flow cytometry; actives lie on both sides. GTP binding activity, % at 10 µM. 190,000 compounds, 0.14% hits. AID 759;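 active = GTP binding activity at least 20% away from the 100% baseline, either lowered as inhibitor or raised as activator; inconclusive = flagged as likely green fluorescent, judged across all proteins in the well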;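 also: 0% = unlabeled GTP competition control and 100% = no-compound control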
# Target sequence (P01112 whole entry, looked up): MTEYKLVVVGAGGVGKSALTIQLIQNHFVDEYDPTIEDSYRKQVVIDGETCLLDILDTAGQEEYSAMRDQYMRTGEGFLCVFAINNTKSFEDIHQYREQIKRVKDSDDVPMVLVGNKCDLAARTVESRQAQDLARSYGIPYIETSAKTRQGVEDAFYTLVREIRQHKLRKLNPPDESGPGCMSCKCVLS
# * = called active by the depositor; u = inconclusive; x = no result given. This is a random part of the collection, and some 1.1% of all compounds hit somewhere here.
SMILES,GSH bead fluor,Rab2A wt mod,Rac1 wt GTP bind,ABCG2 block,Cdc42 wt,Avidin bead fluor,Rac1 act GTP bind,Rab7 wt modul,ABCB1 block,Pf gamet viab,HRas wt GTP
Cc1ccc(S(=O)(=O)N2CCC(C(=O)NNC(=O)c3ccncc3)CC2)cc1,9,93,96,18,94,8,94,95,0.2,-10,94
CCn1cc(CNC(=O)CSc2nc(-c3ccc(OC)c(OC)c3)cc(C(F)(F)F)n2)c(C)n1,13,101,102,7,102,15,102,96,0.8,-8,101
CC(C)Oc1cccc(C(=O)N2CCCC2)c1,10,99,96,5,98,11,95,102,0.3,2,97
C=CCn1c(SCC(=O)Nc2cc(C)ccc2OC)nnc1-c1ccco1,7,104,106,11,105,10,101,101,2.0,x,101
Cc1ncsc1C(=O)Nc1nc2c(s1)CC(C)CC2 (stereo not given),16,98,101,4,103,36,99,97,0.7,x,100
O=C(Nc1cccc(Cl)c1)Nc1nnc(-c2ccccc2)o1,23,94,96,0,95,6,95,97,0.0,x,97
O=S1(=O)C=C(N2CCOCC2)c2ccccc21,5,105,101,0,103,17,95,102,-0.1,-22,103
COc1cc(CN2CCN(c3cccc(C)c3C)CC2)cc(Br)c1O,272*,101,103,0,101,8,99,105,-0.1,-3,102
COC(=O)CSc1ncnc2c1sc1nc(N3CCOCC3)c3c(c12)CCCC3,26,95,97,6,97,27,95,95,0.8,x,95
O=c1cc(N2CCc3ccccc32)[nH]c(=O)n1-c1ccccc1Cl,11,91,95,0,92,10,92,101,-0.3,-2,94
COC(=O)NC1CSCC1OC(=O)CCN1C(=O)c2ccccc2C1=O (stereo not given),76,96,101,5,99,11,99,97,1.0,19,99
O=C(NCc1ccc(F)cc1)c1cc(-c2cccs2)on1,4,95,95,0,96,3,94,93,-0.3,-4,94
CCCN1C(=O)C(Cc2nc3ccccc3c(=O)n2C)c2ccccc21 (stereo not given),11,u,u,5,u,11,u,u,1.7,x,u
CCOc1ccc(-n2ccnc2SCC(=O)NCc2ccc3c(c2)OCO3)cc1,36,94,93,2,94,11,93,94,0.8,x,95
C=CCN(c1ccccc1C(=O)O)S(=O)(=O)c1ccc(C)cc1,12,99,97,0,96,22,95,105,-0.1,16,98
CCCCCC1CCC(c2nnc(SCC(C)=O)o2)CC1 (stereo not given),15,94,92,3,96,10,87,104,0.4,-22,94
Nc1nc2c(s1)CC(c1ccccc1)CC2 (stereo not given),16,101,105,1,104,9,103,99,0.3,x,102
CSc1ccc(C#N)cc1NC(=O)c1ccccc1C,18,94,101,4,95,9,95,92,0.4,x,94
CC(=O)c1ccc(NC(=S)N2c3ccccc3CC2C)cc1 (stereo not given),8,98,101,0,100,13,94,101,-0.8,x,98
COc1ccc(NC(=O)CNS(=O)(=O)c2cccc3nonc23)c(OC)c1,33,103,106,4,104,14,100,100,0.4,14,102
Cc1ccc(C)c(N2CCN(c3cnn(-c4nc5ccccc5s4)c(=O)c3Cl)CC2)c1,16,102,101,9,100,18,100,101,3.0,2,102
CCOC(=O)c1[nH]c2ccc(Br)cc2c1NC(=O)CCN1CCC(C)CC1,9,100,101,0,101,9,101,99,-0.2,-6,99
Oc1cccc(C(Nc2nccs2)c2ccc3cccnc3c2O)c1 (stereo not given),13,88,87,-4,86,15,88,87,-0.9,-28,89
Cc1nn2c(-n3ccnc3)c3c(nc2c1-c1ccccc1)CCC3,5,101,112,1,109,9,102,98,0.4,x,102
c1csc(COc2ccccc2CNC2CCCCC2)c1,10,97,100,4,100,9,98,100,0.1,x,97

# Next section; the last two above are carried over.
SMILES,GSH bead fluor,Rab2A wt mod,Rac1 wt GTP bind,ABCG2 block,Cdc42 wt,Avidin bead fluor,Rac1 act GTP bind,Rab7 wt modul,ABCB1 block,Pf gamet viab,HRas wt GTP
Cc1nn2c(-n3ccnc3)c3c(nc2c1-c1ccccc1)CCC3,5,101,112,1,109,9,102,98,0.4,x,102
c1csc(COc2ccccc2CNC2CCCCC2)c1,10,97,100,4,100,9,98,100,0.1,x,97
O=C(CSc1ccc2nnc(-c3ccccc3)n2n1)NCC1CCCO1 (stereo not given),28,103,104,7,103,33,100,101,0.2,x,103
CC(=O)c1cccc(OCC(=O)c2cc(C)n(-c3cc(C)on3)c2C)c1,9,96,100,5,99,18,97,95,1.0,x,98
O=C1c2ccccc2NC(c2ccccc2)N1Cc1ccco1 (stereo not given),14,93,94,0,96,8,92,100,0.1,x,98
COC(=O)Nc1ccc(S(=O)(=O)Nc2ccc(C)cc2)cc1,27,101,101,0,102,10,100,99,0.8,x,101
Cn1cnnc1SCC(=O)Nc1ccc(Cl)c(S(=O)(=O)N2CCOCC2)c1,15,96,95,2,95,9,93,95,0.7,23,98
Cn1c(=O)c2c(O)c(Cc3ccccc3)c(=O)[nH]c2n(C)c1=O,7,88,92,8,96,5,95,94,0.6,-5,94
O=C(CN1C(=O)/C(=C/c2ccccc2F)Sc2ccccc21)N1CCN(c2ccccn2)CC1,12,95,102,7,98,25,100,95,3.9,2,96
N/C(Cn1cncn1)=N\OC(=O)c1ccc(Cl)cc1Cl,17,99,96,5,98,14,95,103,0.4,-13,98
COc1ccc(OC)c(-c2[nH]nc3c2C(c2ccco2)C(C#N)=C(N)O3)c1 (stereo not given),12,102,105,0,106,10,102,101,0.0,0,103
Cc1ccc(C(=O)NCCCNCCCNC(=O)c2ccc(C)nc2)cn1,14,99,101,2,98,22,98,102,0.5,-9,98
COc1ccc(S(=O)(=O)Cc2ccc(C(=O)NC(C)C)o2)cc1,27,101,106,2,104,5,102,100,0.5,x,101
CCOC(=O)c1oc2ccccc2c1CN1CCN(C)CC1,15,101,102,3,100,6,99,95,0.2,x,100
O=C(NNC(=S)NCC1CCCO1)c1cccc(S(=O)(=O)N2CCOCC2)c1 (stereo not given),12,97,98,-1,95,12,98,94,-0.3,-9,95
COc1ccc([C@H]2[C@@H](C#N)[C@H](C#N)N3CCCN23)cc1,25,101,105,-1,102,9,102,97,-0.1,x,100
CC(C)(C)c1ccc(C(=O)N2CCN(CCNC(=O)C(=O)NCc3ccccc3)CC2)cc1,9,97,102,3,97,14,99,97,1.5,8,99
Cc1nc2cc(Cl)c([N+](=O)[O-])cc2s1,18,97,99,2,97,13,97,104,0.3,7,99
COc1nccc(-c2ccc(F)cc2)c1C#N,68,101,103,10,99,12,96,108,-0.4,-2,99
COc1ccc(C2=NO[C@@H]3C(=O)N(c4c(C)cccc4C)C(=O)[C@H]23)cc1OC,20,104,102,8,106,8,101,103,2.0,9,105
C#CCOC(=O)C1C2C=CC(C2)C1C(=O)O (stereo not given),15,100,98,3,101,8,98,98,0.2,-13,100
O=C(NCCc1ccncc1)Nc1cccc(Cl)c1,6,98,101,2,102,7,98,98,0.2,x,101
Cc1cc(Cl)c2c(c1)[C@]1(C(=O)N2)[C@@H]2C(=O)N(Cc3ccccc3)C(=O)[C@@H]2[C@@H]2CCCN21,38,90,97,-4,92,9,93,92,-2.1,x,93
O=S(=O)(NCc1ccccc1)NCc1ccccc1F,10,101,97,0,99,11,97,97,0.3,-90,98
C/C(=N\NC(=O)c1cccc(Br)c1)c1ccc(Br)cc1,56,101,113,4,103,22,100,101,0.9,x,101
COc1ccc(CCNc2ccc(C(=O)O)cc2[N+](=O)[O-])cc1OC,60,98,99,3,98,12,97,99,0.2,x,97
Cc1[nH]c(=O)[nH]c(=O)c1S(=O)(=O)N1CCOCC1,15,103,106,2,106,13,101,99,0.2,x,105

# Following part.
SMILES,GSH bead fluor,Rab2A wt mod,Rac1 wt GTP bind,ABCG2 block,Cdc42 wt,Avidin bead fluor,Rac1 act GTP bind,Rab7 wt modul,ABCB1 block,Pf gamet viab,HRas wt GTP
CCOC(=O)CSc1nnc(CNC(=O)c2cccs2)n1CCc1ccccc1,26,99,104,6,101,18,100,98,0.9,x,100
CC1CCCC(NC(=O)CSc2nccn2C)C1C (stereo not given),40,97,96,1,95,2,94,97,0.3,x,95
N#CC(=C1CCCC1)c1nc(-c2ccccc2O)cs1,15,101,105,0,103,4,102,102,-0.1,x,102
CCOc1ccc(C(=O)NC(=S)Nc2ccc(N3CCCCC3)cc2)cc1[N+](=O)[O-],9,97,100,2,99,19,100,98,0.1,2,97
CCCCC(=O)N(c1ccc(OC)cc1)C1C=CS(=O)(=O)C1 (stereo not given),33,101,100,0,98,9,96,102,0.6,6,98
COc1cc(S(=O)(=O)N2CCOCC2)ccc1NC(=O)c1cc2c(s1)CCC2,8,105,109,-1,105,9,101,104,-0.1,x,103
Cc1cc(Cl)cc(Br)c1OCCCCn1cncn1,54,97,96,3,97,7,94,97,0.8,x,96
O=C(NC12CC3CC(CC(C3)C1)C2)N1CCN(c2ccccn2)CC1,29,100,106,14,103,21,101,102,0.6,-8,102
CC1CN(c2nc3ccccc3nc2C(C#N)C(=O)NCc2ccc3c(c2)OCO3)CC(C)O1 (stereo not given),30,97,98,2,101,6,97,100,0.5,x,99
COC(=O)Nc1ccc(C)c(NC(=O)OC)c1,32,102,101,4,98,13,97,102,0.0,24,100
CCOC(=O)Cn1c(C)c(Br)c(=O)c2cccc(C)c21,39,101,101,32,94,15,97,100,0.9,x,99
CCc1c(C)nc2c(OC)cccc2c1Cl,12,97,99,1,95,11,96,97,0.2,4,96
CC(NC(=O)c1ccc(Br)cc1)C(=O)NC1=NCCS1 (stereo not given),17,98,102,5,101,10,96,103,0.8,5,96
Cc1cccc(NC(=O)CCN2C(=O)C3C4C=CC(C4)C3C2=O)n1 (stereo not given),45,100,104,0,99,7,100,99,0.0,-5,101
CCCOC(=O)c1ccc(OCC(O)Cn2c(C)nc3ccccc32)cc1 (stereo not given),28,97,95,4,96,5,96,96,0.9,x,97
CCOC(=O)c1c(NC(=O)Nc2ccc(Cl)cc2)sc(C)c1C,14,100,99,2,100,31,96,100,0.1,x,100
CCOc1ccccc1N(CC(=O)NC1CCCC1)C(=O)CCC(=O)Nc1cc(C)on1,19,103,103,7,105,10,101,103,0.9,x,103
CCC(C(=O)NC1CCCC1)N(C(=O)Cn1nnc(-c2ccc(C)o2)n1)C(C)(C)C (stereo not given),18,99,101,5,99,31,99,101,2.7,3,101
COc1ccc(C(=O)Nn2c(SCc3ccc([N+](=O)[O-])cc3)nc3ccccc3c2=O)cc1,16,97,99,0,99,8,96,95,0.1,x,97

# Screening results deposited in PubChem BioAssay by several laboratories.
